Screening data (PubChem BioAssay)
KOR beta-arrestin-1 = KOR antagonists, beta-arrestin recruitment, cell-based, luminescence, uHTS (AID 1778) | 290,000 tested, 0.091% active | KOR beta-arrestin recruitment, luminescence, antagonist mode; higher % means a stronger effect | one-dose inhibition, % at 10 µM; IC50 in µM for titrated hits; also: strong numbers were not always called active
HEK293 NOD2/NF-kB = inhibition of NOD2-driven NF-kB reporter – cell-based, luminescence, uHTS, HEK293 (AID 1566). inhibition, % at 4 µM; hits with a dose series show EC50 in µM. 290,000 tested, 0.63% active. HEK293 NOD2/NF-kB luciferase reporter, luminescence; higher % means a stronger effect; also: many of its hits are not listed in these tables
NOD1 NF-kB reporter = inhibition of NOD1-driven NF-kB reporter – cell-based, luminescence, uHTS, primary screen (AID 1578) | NOD1-driven NF-kB luciferase reporter cells, luminescence; higher % means a stronger effect | inhibition, % at 4 µM, or EC50 in µM where a hit was titrated | 290,000 tested, 1% active; in the data active = inhibition mostly above about 36%, no sharp cut-off; inactive = mostly below about 34%;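 also: HEK-293T reporter cells stimulated with the NOD1 agonist gamma-tri-DAP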
KOR beta-arrestin-2 = kappa opioid receptor activators – cell-based, luminescence, uHTS, primary screen (AID 1777); KOR beta-arrestin recruitment, luminescence; higher % means a stronger effect; activation, % at 10 µM, or EC50 in µM where a hit was titrated; 280,000 tested, 0.02% active; in the data active = activation above about 50%, passing the limit was not always enough; also: a part of the inactive calls stands beside numbers as strong as those of hits
NTR1 agonist = NTR1-driven beta-arrestin-GFP spot formation – imaging, U2OS cells, high content, primary screen (AID 493036); P30989; agonist mode; activation, % at 20 µM; 330,000 tested, 0.17% active;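 active = activation at or above 40% of the spot to cytoplasm intensity ratio, with at least 20 cells analyzed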;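 also: 0% = DMSO without peptide and 100% = 100 nM NTR1 peptide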
Target sequence (P30989 whole entry, looked up): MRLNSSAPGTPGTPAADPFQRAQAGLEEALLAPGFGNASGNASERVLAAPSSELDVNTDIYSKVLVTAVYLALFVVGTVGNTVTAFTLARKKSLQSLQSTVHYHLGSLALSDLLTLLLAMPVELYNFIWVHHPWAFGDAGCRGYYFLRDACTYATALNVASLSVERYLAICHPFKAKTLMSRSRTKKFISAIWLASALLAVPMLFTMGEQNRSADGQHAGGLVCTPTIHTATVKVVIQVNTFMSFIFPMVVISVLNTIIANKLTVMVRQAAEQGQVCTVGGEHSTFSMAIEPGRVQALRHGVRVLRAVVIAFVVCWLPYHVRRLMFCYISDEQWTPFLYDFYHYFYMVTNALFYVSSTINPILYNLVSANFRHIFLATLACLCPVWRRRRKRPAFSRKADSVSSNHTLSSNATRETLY
CSM14.1 death rescue = rescue of cells from ER stress-induced death, primary screen, 384-well, CSM14.1, thapsigargin, ATP luminescence (AID 1222); 190,000 tested, under 10 active; cellular ATP content (survival), % at 20 µM; hits with a dose series show EC50 in µM; CSM14.1 thapsigargin-induced death rescue, ATP luminescence; higher % means a stronger effect;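 active = EC50 below 50 µM in the dose-response confirmation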;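 also: death triggered by thapsigargin at about 15 µM added after 2 h compound pretreatment; cell ATP read after overnight thapsigargin exposure of roughly 18 to 22 hours; normalized against plate controls of thapsigargin alone and 5% DMSO vehicle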
Yfh1-off respiration = enhancers of respiration in Yfh1-depleted yeast, dose response, Friedreich's ataxia, plus single-dose screen (AID 1465); S. cerevisiae Yfh1-off respiration, WST-1 reduction, 72 h; higher fold induction means a stronger effect; one-dose fold induction at 50 µM; EC50 in µM for titrated hits; 220,000 tested, 0.074% active;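 active = fold induction of absorbance versus untreated yeast above a set limit, then at least 30% activation at any dose in follow-up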;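 also: activators that raise dye reduction in frataxin-depleted yeast; strong numbers were not always called active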
TNAP activators = human TNAP enzyme activators, primary screen, biochemical, luminescent, no phosphate acceptor, uHTS (AID 1001); purified TNAP, luminescent activation assay, no phosphate acceptor; higher activation fold means a stronger effect; activation fold at 20 µM, or EC50 in µM where a hit was titrated; 200,000 tested, 0.03% active; in the data active = activation fold from about 3, or a potency from the dose series; inactive = the rest, 99 in 100 with activation fold below about 1.6; also: many of its hits are not listed in these tables
GPR55 beta-arrestin = GPR55 agonists via beta-arrestin recruitment, primary screen, imaging, U2OS cells, beta-arrestin-GFP redistribution (AID 1961); U2OS GPR55 beta-arrestin-GFP redistribution imaging; higher % means a stronger effect; activation, % at 10 µM; hits with a dose series show EC50 in µM; 290,000 tested, 0.048% active;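 active = activation above 40% with more than 50 cells counted in the well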;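 also: U2OS osteosarcoma cells stably expressing GPR55 and beta-arrestin-GFP; plate controls were DMSO negative control for no effect and LPI positive control for full effect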
NTR1 agonist cell count 20 µM = also measured in NTR1 agonist; calls as there; cell count; measured here: cell count, cytotoxicity flag
The depositor's hits bear a star; i = inactive; nt = no result given; [ ] = another dose, or the depositor's remark. Rule as the data show it, unless noted: active = inhibition above about 50%; inactive = the rest.

SMILES	KOR beta-arrestin-1	HEK293 NOD2/NF-kB	NOD1 NF-kB reporter	KOR beta-arrestin-2	NTR1 agonist	NTR1 agonist cell count 20 µM	CSM14.1 death rescue	Yfh1-off respiration	TNAP activators	GPR55 beta-arrestin
Brc1ccc2c(c1)C(c1cccs1)=NNC(c1cccnc1)=N2	-6%	4%	-1%	-0.6%	2.3	84	-0.2%	i	1.1	-0.1%
CCOP(=O)(OCC)/C(C#N)=C/c1ccc([N+](=O)[O-])cc1	-13%	10%	-7%	0.9%	-1.3	67	nt	i	nt	0.5%
CCc1cc(C(=O)N2CCCC(Nc3ccc(F)c(F)c3)C2)n(C)n1 (stereo not drawn)	-27%	3%	-22%	1.4%	-0.6	61	nt	nt	nt	-0.1%
CN1CCN(c2nc(C#N)cc(-c3ccccc3)n2)CC1	-39%	-1%	3%	7.8%	2.9	49	9.0%	i	1	0.5%
C=CCNC(=S)N1CCN(c2ccc([N+](=O)[O-])cc2)CC1	30%	7%	5%	-1.5%	-0.2	70	1.9%	i	0.9	0.5%
Cc1cc(SCNC(=O)c2ccccc2)ncn1	34%	18%	-7%	-4.4%	0.9	48	2.8%	i	1	0.2%
COc1cc(OC)cc(C(=O)NN(CCC#N)C2=NS(=O)(=O)c3ccccc32)c1	5%	-11%	-7%	-1.4%	-0.3	80	nt	nt	nt	0.0%
O=C(Cc1ccccc1)NNC(=O)c1cccs1	-11%	2%	-15%	3.4%	-3.6	93	-0.3%	i	1.1	-0.1%
CC1CN(C(=O)c2ccccc2)OC(c2ccc3c(c2)OCO3)O1 (stereo not drawn)	-43%	-6%	29%	6.5%	1.5	64	-2.1%	i	1	0.3%
c1ccc2nc3[nH]cnc3nc2c1	31%	-8%	3%	-2.2%	-1.3	35	1.8%	i	1.2	-0.2%
Cc1ccc(N2CCN(/N=C/C=C/c3ccccc3)CC2)cc1	-2%	3%	-21%	-0.9%	1.1	78	0.4%	i	1.1	-0.2%
COc1ccc(CCNC(=O)C2(C)CCC(=O)N2Cc2ccc3c(c2)OCO3)cc1OC (stereo not drawn)	-44%	5%	-1%	-1.2%	1.7	63	nt	i	1.1	2.6%
O=C(O)CCCn1cc(NC(=O)COc2cc(F)ccc2[N+](=O)[O-])cn1	-29%	-16%	-22%	-2.9%	-0.5	40	-1.7%	i	1.1	0.2%
O=C(NCc1cccs1)c1ccc2c(c1)ncn2C1CCCC1	-6%	-27%	-42%	-3.3%	1.0	56	-1.9%	i	1	0.2%
CCCCC(=O)Nc1ccc(NC(=O)c2ccc([N+](=O)[O-])cc2Cl)cc1OC	-7%	-2%	-14%	8.6%	-1.6	57	-1.8%	i	1.1	-0.4%
Cc1ccccc1NCC(=O)N/N=C/c1c[nH]c2ccccc12	-10%	-5%	14%	0.3%	2.5	95	-2.3%	i	1.2	0.2%
Cc1nn(C)c(C(=O)N/N=C/c2cc3c(cc2Br)OCO3)c1Br	8%	8%	-16%	-0.9%	0.9	80	-1.5%	i	1.1	0.0%
Cc1cc(-c2nnc(CCC(=O)NCC(C)c3ccccc3)o2)no1 (stereo not drawn)	-26%	13%	32%	11%	0.1	48	nt	nt	nt	-0.1%
Cc1ccc(CCc2nnc(SCC(=O)Nc3cccc(Cl)c3)n2-c2ccccc2)o1	3%	18%	-1%	16%	2.9	61	3.8%	nt	1.1	-0.1%
O=C(c1ccc(Cl)cc1)N(Cc1ccccc1F)N1C(=O)CCCC1=O	4%[20 µM]	12%	-20%	-0.9%	0.3	65	-1.7%	i	1.1	0.2%
Cc1nc2scc(-c3cccs3)c2c(=O)o1	14%	-7%	-14%	-2.4%	0.1	31	-3.3%	i	1.1	-0.1%
O=C(CCS(=O)(=O)c1cccc2nonc12)NCCc1ccccc1	25%	0%	nt	3.2%	0.2	87	-2.2%	i	1.1	0.0%
COc1ccc(OCCCC(=O)NCC(C)C)cc1	16%	-6%	-4%	0.1%	0.5	43	-3.8%	i	1.2	-0.1%
CN1CCN(CCCNC(=O)c2cc3c(-c4ccc(Cl)cc4)nn(C)c3s2)CC1	-18%	13%	-59%	6.1%	3.7	40	-2.0%	i	1.2	-0.2%
CC(C(=O)Nc1ccc2c(c1)OCCO2)N(c1ccccc1)S(C)(=O)=O (stereo not drawn)	-8%	18%	2%	0.5%	-0.5	61	nt	i	nt	0.6%
OC1(c2ccc(F)cc2)CSC(=Nc2cccnc2)N1Cc1ccco1 (stereo not drawn)	6%	-10%	-29%	4.0%	2.1	30	-0.5%	i	1	-0.2%
Cc1ccc(-c2nc3ccsc3c(=O)o2)cc1	42%	-70%	-6%	-6.7%	1.5	93	-5.4%	i	1	-0.1%
CCC(C)C(NC(N)=O)C(=O)Nc1ccc(C(=O)OC)cc1 (stereo not drawn)	-29%	3%	-24%	7.9%	-0.4	35	-1.3%	i	1	-0.7%
CSc1nc(Oc2ccc(=O)n(C)n2)nc(N(C)C)n1	-6%	14%	13%	5.0%	-0.6	101	-0.4%	i	1.1	-0.1%
CCC(O)(c1ccc(OC)cc1)C(CN1CCOCC1)c1ccccc1 (stereo not drawn)	17%	12%	-20%	-2.3%	2.2	37	-0.6%	i	1	-0.2%
COC(=O)Nc1nc2c(s1)CCCC2	-22%	-16%	-20%	3.4%	0.3	55	nt	i	1	-0.1%
CC1=C(C)CC(C(=O)NNC(=O)c2ccccc2O)C(C(=O)O)C1 (stereo not drawn)	-10%	-7%	-10%	3.7%	0.9	66	0.2%	i	0.8	0.0%
CC(=O)Nc1ccc(Nc2cc(N3CCOCC3)c3nonc3c2[N+](=O)[O-])cc1	-17%	9%	-12%	-5.5%	2.5	35	-0.7%	i	0.9	0.6%
COc1ccc(C(C(=O)NCC2CCCO2)N(Cc2ccc(F)cc2)C(=O)CNC(=O)c2ccco2)cc1OC (stereo not drawn)	-22%	-10%	-4%	0.8%	0.1	53	nt	nt	nt	-0.3%
O=C1CC(c2ccc(Cl)c(Cl)c2)CC(O)=C1C=NCCN1CCNCC1 (stereo not drawn)	24%	0%	-10%	-2.0%	nt	nt	-3.1%	i	1.1	-0.2%
COc1ccccc1CNC(=O)c1ccc(C)s1	0%	-23%	-39%	-4.1%	2.0	56	-2.2%	i	1	0.0%
CC1CN(S(=O)(=O)Cc2ccccc2)CC(C)O1 (stereo not drawn)	4%	-17%	-9%	-1.1%	0.1	71	-0.7%	i	1.1	0.7%
C=CCN(CC=C)C(=S)NC(=O)c1ccc([N+](=O)[O-])cc1	-14%	15%	-21%	5.9%	-1.4	61	-2.7%	i	1.2	0.0%
Cc1nnsc1C(=O)NNC(=O)c1cccc2ccccc12	14%	9%	-17%	-2.3%	0.6	41	nt	i	nt	-0.2%
Cc1ccc(-n2nc(C(=O)NCc3ccc(C)o3)c3c4ccccc4n(C)c3c2=O)cc1	38%	4%	24%	-0.8%	-0.4	74	0.9%	i	1.1	-0.1%

Of the compounds above, these contain bromine:
SMILES	KOR beta-arrestin-1	HEK293 NOD2/NF-kB	NOD1 NF-kB reporter	KOR beta-arrestin-2	NTR1 agonist	NTR1 agonist cell count 20 µM	CSM14.1 death rescue	Yfh1-off respiration	TNAP activators	GPR55 beta-arrestin
Brc1ccc2c(c1)C(c1cccs1)=NNC(c1cccnc1)=N2	-6%	4%	-1%	-0.6%	2.3	84	-0.2%	i	1.1	-0.1%
Cc1nn(C)c(C(=O)N/N=C/c2cc3c(cc2Br)OCO3)c1Br	8%	8%	-16%	-0.9%	0.9	80	-1.5%	i	1.1	0.0%

(cont.)
SMILES	KOR beta-arrestin-1	HEK293 NOD2/NF-kB	NOD1 NF-kB reporter	KOR beta-arrestin-2	NTR1 agonist	NTR1 agonist cell count 20 µM	CSM14.1 death rescue	Yfh1-off respiration	TNAP activators	GPR55 beta-arrestin
Cc1ccc(NC(=S)Nc2ccc(F)cc2)c(C)c1	-22%	-27%	-30%	0.5%	1.4	80	-2.2%	i	1	-0.2%
O=C(CCN1C(=O)c2ccccc2C1=O)CN1CCOCC1	-18%	3%	-30%	-4.4%	-0.1	52	-0.6%	i	1.1	-0.2%
Cc1cc2c(cc1S(=O)(=O)Nc1cccc(C)c1C)n(C)c(=O)c(=O)n2C	-15%[20 µM]	6%	-9%	-4.0%	12	57	nt	nt	nt	0.5%
O=C(NCCN1CCCCC1)Nc1ccc([N+](=O)[O-])cc1	-24%[20 µM]	2%	1%	-4.6%	0.3	49	nt	nt	nt	-0.2%
Cn1c(=NC(=O)CSCC(=O)N2CCCCC2)sc2ccccc21	-8%	2%	-16%	3.0%	0.2	56	2.4%	i	1.1	0.2%
CC(C)OC(=O)CC1C(=O)NCCN1C(=S)NC(=O)c1ccc(F)cc1 (stereo not drawn)	-9%	-5%	-35%	-1.6%	1.5	97	-0.9%	i	1	-0.1%
COC(=O)c1cc2c(s1)-c1cc(F)ccc1OC2	18%	17%	4%	-3.4%	3.0	46	nt	i	nt	0.2%
O=C(c1cc(-c2ccccc2)nc2ccccc12)N1CCCc2ccccc21	18%	-14%	6%	7.4%	8.9	79	-1.6%	i	1.1	-0.3%
NC(=O)c1ccccc1OCC(=O)N1CCc2ccccc2C1	0%	9%	-16%	-3.5%	-1.1	50	nt	nt	nt	nt
c1cncc(CNc2c3c(nc4nnnn24)CCCC3)c1	-48%	5%	-17%	5.2%	-6.6	82	-0.1%	nt	1	-1.0%

Individual results from the list:
HEK293 NOD2/NF-kB result of CC(C)OC(=O)CC1C(=O)NCCN1C(=S)NC(=O)c1ccc(F)cc1 (stereo not drawn) : -5%
NTR1 agonist cell count 20 µM result of NC(=O)c1ccccc1OCC(=O)N1CCc2ccccc2C1 : 50

Further compounds
SMILES	KOR beta-arrestin-1	HEK293 NOD2/NF-kB	NOD1 NF-kB reporter	KOR beta-arrestin-2	NTR1 agonist	NTR1 agonist cell count 20 µM	CSM14.1 death rescue	Yfh1-off respiration	TNAP activators	GPR55 beta-arrestin
CCCC1CCC(C(=O)Nn2c(C)nc3ccccc3c2=O)CC1 (stereo not drawn)	38%	17%	-7%	2.9%	-0.3	37	2.2%	i	1.1	0.7%
O=C(O)C1CCN(S(=O)(=O)Cc2ccccc2)CC1	7%	-9%	-11%	-6.0%	-0.4	56	nt	nt	nt	-0.1%
Cc1ccc(NC(=O)CC2C(=O)NCCN2C(=O)c2ccc(F)cc2)cc1 (stereo not drawn)	18%	11%	-16%	-1.7%	0.2	55	nt	nt	nt	-0.1%
CC(NC(=O)CN1CCN(Cc2ccc(Cl)cc2)C1=O)c1ccc2c(c1)OCCO2 (stereo not drawn)	13%	-10%	-19%	-1.7%	-1.3	90	-1.8%	i	1.1	-0.2%

Only part of the results is shown; rates above refer to the full screens.
